Screens from PubChem BioAssay.
NCI-60 one-dose screen, 48 h, at 10 µM unless noted. Numbers give growth in % (100 = growth as untreated, 0 = no growth, -100 = all killed).
NCI-H226: NCI-H226 lung cancer. 3.5% of 79,000 active
OVCAR-4: OVCAR-4 ovarian cancer cells | 3.7% of 80,000 active | AID 1794784
SK-OV-3: SK-OV-3 ovarian cancer cells | 3.2% of 80,000 active | AID 1794785
NCI-H460: NCI-H460 lung cancer. 6.8% of 82,000 active. AID 1794736
NCI-H322M: NCI-H322M lung cancer. 2.7% of 80,000 active
NCI/ADR-RES: NCI/ADR-RES ovarian cells | 4.4% of 81,000 active
IGROV1: IGROV1 ovarian cancer | 4.7% of 79,000 active | AID 1794786
NCI-H23: NCI-H23 lung cancer | AID 1794731 | 4% of 80,000 active
NCI-H522: NCI-H522 lung cancer. 8% of 78,000 active
* marks the source's active call; other numbers are inactive results; / = no result given; & = joins results of further samples. The calls were made as follows: active = growth percent below 10; inactive = the rest.

SMILES	NCI-H226	OVCAR-4	SK-OV-3	NCI-H460	NCI-H322M	NCI/ADR-RES	IGROV1	NCI-H23	NCI-H522
Clc1cc(Cl)cc(Nc2ccc3c(OCCCN4CCOCC4)cccc3n2)c1	27	65	76	13	45	61	73	77	5.2*
Cc1cccc(NC(=O)Nc2ccc3[nH]c(=O)c(=O)[nH]c3c2)c1	93	108	99	99	95	106	119	108	86
O=C(O)c1cc(-c2ccc(Cl)cc2)c2sc(=O)[nH]c2n1	100	101	99	104	96	102	98	104	82
Cc1cc(OCc2ccc(C(F)(F)F)cc2)c2c(c1)C(=O)C=C(NCCN1CCCC1)C2=O	93	68	103	44	81	81	75	84	88
O=C1Nc2ccc([N+](=O)[O-])cc2OC12Oc1cc([N+](=O)[O-])ccc1NC2=O	88	94	110	103	100	106	95	102	70
COc1nc(N)c(NS(=O)(=O)c2cc(C(C)=O)ccc2OC)c(=O)[nH]1	94	96	108	105	95	93	98	94	73
O=C1NC(=O)C(=C2CCCCC2)N1	105	99	101	109	102	97	92	100	/
O=C1/C(=N/O)CCCc2ccccc21	104	105	110	106	121	103	128	106	98
O=C(N/N=C\c1ccc([N+](=O)[O-])cc1)c1ccncc1	107	/	101	111	108	103	105	112	110
O=S(=O)(NCCCNc1nccc(-c2c(-c3cccc(F)c3)nc3occn23)n1)c1ccc(Br)cc1	70	87	88	90	88	82	62	96	79
C[C@H](OS(N)(=O)=O)[C@@H](O)c1c(Cl)cccc1Cl	95	102	101	97	104	100	109	99	90
CCCO[C@@]12Oc3cc(OC)cc(OC)c3[C@]1(O)[C@@H](O)C[C@H]2c1ccccc1	90	115	90	115	99	109	103	108	82
COC(=O)Cc1ccc(Br)cc1	100	97	106	109	115	100	118	96	115
O=C(c1ccccc1)c1ccc(Cl)cc1	95	96	97	102	101	/	91	93	86
O=c1ssc2ncccc12	74	90	111	79	92	74	97	88	76
CC(=O)c1cc2c(Cl)cc(Cl)cc2oc1=O	103	101	98	109	88	101	93	95	87
O=C(CC(=O)Nc1ccc(Oc2ncnc3scc(Nc4n[nH]c(=S)s4)c23)cc1)Nc1ccc(F)cc1	77	87	92	95	102	100	76	/	67
O=C(O)c1cc(C(=O)O)[nH]n1	101	103	103	104	77	106	96	100	106
CC1NC(=O)NC1=O (stereo unspecified)	123	96	103	105	98	103	121	102	102
COc1ccc(-c2nc(-c3nc4ccc(F)cc4[nH]3)cc3c2[nH]c2ccccc23)cc1	71	46	87	10	19	20	27	53	44
C#CCOc1ccc(-c2noc(-c3nnn(-c4cccc(/C(C)=N/O)c4)c3N)n2)cc1	106	63	98	65	87	96	97	90	65
CCCCN1C(=O)/C(=c2\sc3n(c2=O)NC2C(N=3)N(CC)C(=O)N2CC)c2ccccc21 (stereo unspecified)	70	51	77	35	70	20	47	47	21
OC(c1ccccc1)(c1ccccc1)C(F)(F)F	112	122	103	/	116	106	115	97	85
CCN(CC)c1ccc(NC(=O)CN2CCOCC2)cc1	105	107	106	107	/	104	/	104	95
Cc1nc2ccc(Cl)cn2c1-c1nnc(SCc2ccc(Br)cc2)o1	94	78	/	94	81	85	79	82	87

An excerpt of these results, with values under each structure:
The line under a structure holds: NCI-H226	OVCAR-4	SK-OV-3	NCI-H460	NCI-H322M	NCI/ADR-RES	IGROV1	NCI-H23	NCI-H522
Clc1cc(Cl)cc(Nc2ccc3c(OCCCN4CCOCC4)cccc3n2)c1
    27	65	76	13	45	61	73	77	5.2*
Cc1cccc(NC(=O)Nc2ccc3[nH]c(=O)c(=O)[nH]c3c2)c1
    93	108	99	99	95	106	119	108	86
O=C(O)c1cc(-c2ccc(Cl)cc2)c2sc(=O)[nH]c2n1
    100	101	99	104	96	102	98	104	82
Cc1cc(OCc2ccc(C(F)(F)F)cc2)c2c(c1)C(=O)C=C(NCCN1CCCC1)C2=O
    93	68	103	44	81	81	75	84	88
O=C1Nc2ccc([N+](=O)[O-])cc2OC12Oc1cc([N+](=O)[O-])ccc1NC2=O
    88	94	110	103	100	106	95	102	70
COc1nc(N)c(NS(=O)(=O)c2cc(C(C)=O)ccc2OC)c(=O)[nH]1
    94	96	108	105	95	93	98	94	73
O=C1NC(=O)C(=C2CCCCC2)N1
    105	99	101	109	102	97	92	100	/
O=C1/C(=N/O)CCCc2ccccc21
    104	105	110	106	121	103	128	106	98
O=C(N/N=C\c1ccc([N+](=O)[O-])cc1)c1ccncc1
    107	/	101	111	108	103	105	112	110
O=S(=O)(NCCCNc1nccc(-c2c(-c3cccc(F)c3)nc3occn23)n1)c1ccc(Br)cc1
    70	87	88	90	88	82	62	96	79
C[C@H](OS(N)(=O)=O)[C@@H](O)c1c(Cl)cccc1Cl
    95	102	101	97	104	100	109	99	90
CCCO[C@@]12Oc3cc(OC)cc(OC)c3[C@]1(O)[C@@H](O)C[C@H]2c1ccccc1
    90	115	90	115	99	109	103	108	82
COC(=O)Cc1ccc(Br)cc1
    100	97	106	109	115	100	118	96	115
O=C(c1ccccc1)c1ccc(Cl)cc1
    95	96	97	102	101	/	91	93	86
O=c1ssc2ncccc12
    74	90	111	79	92	74	97	88	76
CC(=O)c1cc2c(Cl)cc(Cl)cc2oc1=O
    103	101	98	109	88	101	93	95	87
O=C(CC(=O)Nc1ccc(Oc2ncnc3scc(Nc4n[nH]c(=S)s4)c23)cc1)Nc1ccc(F)cc1
    77	87	92	95	102	100	76	/	67
O=C(O)c1cc(C(=O)O)[nH]n1
    101	103	103	104	77	106	96	100	106

Other results:
SMILES	NCI-H226	OVCAR-4	SK-OV-3	NCI-H460	NCI-H322M	NCI/ADR-RES	IGROV1	NCI-H23	NCI-H522
Cc1ccc(S(=O)(=O)NC2CCCCC2)cc1	90	110	104	101	109	105	117	103	93
CC(=O)N1CC(=O)NC1=S	/	96	/	103	102	104	105	98	92
COc1ccc(CCN2C(=O)C(C)SC2=S)cc1OC (stereo unspecified)	105	107	99	106	100	99	104	104	81
O=C(CCc1ccccc1)NCCc1cccs1	100	110	97	102	107	107	105	108	97
Clc1ccc(-c2nnc3c(/C=C/c4ccc(Br)cc4)nc4ccccc4n23)cc1	110	95	102	105	108	103	100	101	85
CC(C)/C1=N/NC(=O)CCCCC(=O)N/N=C(/C(C)C)CC[C@@H](C)CCOC(=O)c2cccc(n2)C(=O)OCC[C@H](C)CC1	86	99	100	103	99	98	99	103	90
Ic1c(I)c(I)c(I)c(I)c1I	105	/	107	111	112	106	95	104	100
Cc1c(Br)cc(Br)cc1Br	91	105	101	100	106	96	99	95	88
O=c1/c(=C/c2ccccc2)sc2nc3ccccc3n12	98	105	99	104	89	112	68	/	103
Cc1cc(SCC(=O)c2ccccc2)cc(C)[o+]1	99	100	104	96	113	106	124	97	/
O=C(O)c1ccc(-n2cc(C(=O)O)c(-c3ccc(F)cc3F)n2)cc1	105	98	104	104	98	97	98	97	85
CCOC(=O)C(=CNC(=S)Nc1ccc(Cl)c(Cl)c1)C(=O)OCC	70	50	77	104	98	83	92	85	44
C=CCc1cc(C(CC)(C(=O)CC)c2ccc(O)c(CC=C)c2)ccc1O	75	50	91	68	84	70	69	64	46
COc1ccc(/C(=C\c2ccc3c(c2)OCO3)C(=O)Nc2nc3ccccc3s2)cc1OC	87	92	102	102	91	98	101	95	90
COc1cc(C(=O)C(=O)c2ccc(O)c(OC)c2)ccc1O	96	106	101	103	96	99	103	95	88
CCc1c(Cl)c(Cl)c(Cl)c(Cl)c1Cl	107	115	107	113	106	102	104	99	96
COc1cc(NCCCN(CC(C)C)CC(C)C)c2ncccc2c1	98	17	90	95	108	80	80	73	73
c1ccc2c[n+](CC[n+]3ccc4ccccc4c3)ccc2c1	94	113	113	99	96	93	100	94	106
NS(=O)(=O)c1ccc(CN2C(=O)c3cccc4cccc(c34)C2=O)cc1	86	119	101	110	93	98	105	107	90
Cc1c(O)ccc2c1CCCC2	95	101	83	107	97	106	104	99	84
O=C(NCCc1c[nH]c2ccccc12)C1Cc2ccccc2CN1C(=O)c1ccco1 (stereo unspecified)	106	97	125	114	87	128	3.6*	127	79
COc1ccc(C(=O)COc2cccc(/C=C3\Oc4ccc5ccccc5c4C3=O)c2)cc1	72	95	100	100	106	96	/	10	-0.9*
CCNc1cc(S(=O)(=O)O)ccc1C	103	110	92	112	112	102	106	103	93
NCc1c(Cl)c(Cl)c(Cl)c(CN)c1Cl	95	111	97	110	111	107	98	97	110
COc1ccc(/C=C2/SC(=S)NC2=O)cc1OCc1cn(-c2ccc(S(=O)(=O)Nc3nccs3)cc2)nn1	103	112	86	107	105	105	104	107	100

(continued)
SMILES	NCI-H226	OVCAR-4	SK-OV-3	NCI-H460	NCI-H322M	NCI/ADR-RES	IGROV1	NCI-H23	NCI-H522
CN(C)CCNc1ncc(F)c(-c2cnc3cc(Cl)ccn23)n1	95	101	100	96	99	90	98	95	105
COc1cc(/C=C2/C(=O)Nc3ccc(Cl)cc32)ccc1OCc1ccccc1	99	107	110	102	97	103	98	98	91
Cc1ccc2nc(NC(=O)CSc3nc(=S)c(C#N)c(-c4ccccc4)[nH]3)sc2c1	101	106	76	104	105	104	91	96	95
CN(C)c1ccc2cc(-c3nc4ccccc4s3)c(N)nc2c1	119	78	51	20	50	34	64	51	17
CCCCC(CC)CN1C(=O)C2C3C=CC(C3)C2C1=O (stereo unspecified)	95	111	91	101	104	103	104	99	81
COc1ccccc1-c1cc(=O)c2c(OC)c3ccoc3c(/C=C/C=O)c2o1	/	95	109	116	92	106	84	105	92
COc1cccc(-c2nc(-c3ccc(NS(=O)(=O)c4ccccc4)cc3)[nH]c2-c2ccnc(Br)c2)c1	37	34	63	17	32	41	45	26	21
CCCCOC(=O)c1ccc(O)cc1	93&93&90	100&113&87	108&109&109	109&107&107	99&91&83	106&104&93	113&106&78	93&105&91	92&109
CC(=O)C(C)C(C)=O	/	99	112	113	114	115	116	111	110
COc1cc(/C=C/C(=O)/C=C/c2cc(OC)c3c(c2OC)OCO3)c(OC)c2c1OCO2	74	32	78	23	57	28	30	33	-15*
Cc1ccnc(NS(=O)(=O)c2ccc(N=Nc3c(N)nc(N)nc3N)cc2)n1	95	111	112	102	/	108	104	/	94
Clc1ccc(-n2ncc3c2CCc2cccnc2-3)cc1	93	100	107	93	101	84	108	104	98
COC(=O)CC1SC(c2ccc(F)cc2)N(c2nnc(COc3ccc(F)cc3)s2)C1=O (stereo unspecified)	144	121	99	130	105	107	68	107	126
CC(Oc1ccc(C(=O)NS(=O)(=O)C(C)(C)C)cc1C(F)(F)F)c1ccc(Oc2ccccc2)cn1 (stereo unspecified)	81	93	104	97	88	83	65	84	17
Cc1cc(C#Cc2ccccc2)ccc1-n1c(/C=C/c2cccc(Cl)c2)nc2ccccc2c1=O	76	65	90	76	102	92	103	74	74
C#CCOc1ccc(/C=N/Nc2nc(-c3cc4ccc(OC)cc4oc3=O)cs2)cc1	81	42	87	92	95	88	98	90	84
C#CCOc1ccc(C2=NN(CC)C3N=C(Cl)c4ncn(CC)c4N23)cc1OCC#C (stereo unspecified)	76	78	77	72	77	88	65	87	65
COc1cc2c(cc1OC)C(=O)Cc1ccc3c(c1CN(C)CC2)OCO3	108	93	106	106	107	129	/	124	105
CCCN(CCC)C(=O)C(c1ccccc1)C(O)(c1ccccc1)c1ccccc1 (stereo unspecified)	78	78	90	92	/	85	75	84	74
CN(C)CCCNC(=O)C(c1ccccc1)c1ccccc1	106	118	112	112	102	98	117	93	90
CCOC(=O)Nc1cc(-c2ccc(C)c(NS(C)(=O)=O)c2)nn2c(C)nnc12	35	23	4.3*	28	2.0*	53	-46*	18	-12*
C=CCn1c(O)c(N=NC(=O)Cc2c[nH]c3ccccc23)c2ccccc21	/	103	/	110	99	100	92	101	91
O=C(N=c1oc2ccccc2cc1-c1cc2ccccc2[nH]1)c1ccc(Cl)cc1	85	58	57	77	53	39	30	29	14

Whole records, quoted from the list. Screens in order: NCI-H226 | OVCAR-4 | SK-OV-3 | NCI-H460 | NCI-H322M | NCI/ADR-RES | IGROV1 | NCI-H23 | NCI-H522
Profile of `C=CCn1c(O)c(N=NC(=O)Cc2c[nH]c3ccccc23)c2ccccc21` = / | 103 | / | 110 | 99 | 100 | 92 | 101 | 91
Profile of `CCCCC(CC)CN1C(=O)C2C3C=CC(C3)C2C1=O` (stereo unspecified) = 95 | 111 | 91 | 101 | 104 | 103 | 104 | 99 | 81
Profile of `COc1cc2c(cc1OC)C(=O)Cc1ccc3c(c1CN(C)CC2)OCO3` = 108 | 93 | 106 | 106 | 107 | 129 | / | 124 | 105

Compounds were not picked by outcome; 11% or so of the library scored in one or more.
